Screening data: PubChem, National Center for Advancing Translational Sciences (NCATS)
TrxR1 substrate – substrates of rat thioredoxin reductase 1. O89049. purified TrxR1 substrate turnover, NADPH consumption readout. Potency, µM (top dose mostly 114 µM), for inactives: top-dose activity change, negative = substrate turnover. actives 0.01% (n = 390,000). AID 588456; further: potency means the concentration at half of the fitted maximal effect; on the % scale 0 is the no-effect control and ±100 the full control effect; nearly all actives have a fitted effect of over 50% in size
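Rat TrxR1, dispensed at 90 nM, was prereduced with 400 uM NADPH (final) for 5 min at ~22 deg C, then incubated with compound 15 min before 400 uM selenite. A first-read NADPH fluorescence drop versus no-compound background flagged substrates.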
Vif-A3G inh – blocks the Vif interaction with human APOBEC3G | AID 602310 | Potency, µM (series often up to 46.1 µM), for the others: top-dose activity, negative = active, most hits filed as inhibitors | HeLa A3G-eYFP + Vif (tagged APOBEC3G with the HIV-1 protein that degrades it), YFP fluorescence, overnight | Q9HC16 | actives 0.076% (n = 410,000);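 further: potency means the concentration at half of the fitted maximal effect; on the % scale 0 is the no-effect control and ±100 the full control effect; nearly all actives have a fitted effect of over 60% in size; hits raise eYFP signal because A3G escapes Vif-driven loss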
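Read-out is eYFP fluorescence (Ex 488/Em 500-530) from Vif-expressing HeLa A3G-eYFP cells; more signal means A3G escaped Vif-mediated degradation. Cells plated overnight, compound pinned in, incubated overnight at 37 deg C.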
GRP78 ERSR act – ER stress response induction in glioma; actives 0.02% (n = 420,000); U87-MG GRP78 promoter luciferase reporter, 16 h; AID 602332; Potency, µM, inactives show top-dose activation, hits mostly activators; further: potency means the concentration at half of the fitted maximal effect; series mostly up to about 76 µM; % of control where 0% means no effect; nearly all actives have a fitted effect of over 35% in size
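Stably transfected U87-MG glioma cells carrying a GRP78-based luciferase sensor; 16 h compound incubation. Luminescence end-point read 10 min after Bright-Glo addition at room temperature.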
mIDH1 inhibitor – blocks human mutant IDH1 R132H enzyme; O75874; IDH1-R132H enzyme, NADPH consumption, diaphorase/resazurin fluorescence; Potency, µM (highest dose often 76.6 µM), without a hit: top-dose activity change, negative = inhibition, actives largely listed as inhibitors; actives 0.093% (n = 390,000); further: potency means the concentration at half of the fitted maximal effect; on the % scale 0 is the no-effect control and ±100 the full control effect; nearly all actives have a fitted effect of over 65% in size
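IDH1-R132H (0.5 ug/mL dispensed) in pH 7.5 Tris buffer was preincubated 30 min with compound, then given a substrate mix of 0.016 mM NADPH and 2 mM alpha-KG for 80 min at room temperature; remaining NADPH was read by diaphorase/resazurin fluorescence.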
RXFP1 agonist – RXFP1 (human) receptor agonism; HEK293T-RXFP1 cAMP TR-FRET, 30 min; response scale: percent of porcine relaxin response, buffer zero; Potency, µM (series often up to 57.5 µM), for the others: top-dose activation, most hits filed as activators; AID 2676; Q9HBX9; actives 0.3% (n = 370,000); further: potency means the concentration at half of the fitted maximal effect; on the % scale 0 is the no-effect control and ±100 the full control effect; nearly all actives have a fitted effect of over 60% in size; many of its hits are not listed in these tables
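cAMP rise read by TR-FRET after 30 min, 37C compound exposure (up to 58 uM) in RXFP1-transfected HEK293 cells with Ro 20174 present. EC50 from Hill-equation fits, with 29 nM porcine relaxin as 100% and buffer as basal.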
PI4K2A inh – PI4K2A (human) kinase inhibition; activity change, negative = inhibition, % at 76.9 µM; AID 1346378; purified PI4K2A, ADP-Glo luminescence, 1 h; stronger effect = lower value; actives 0.13% (n = 420,000); in the data active means activity change below about -50%; inconclusive means mostly about -30% to -49%;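 further: -100% = wells without enzyme as full effect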
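PI4K2A activity was measured by ADP-Glo luminescence: enzyme (4 ug/mL stock) and phosphatidylinositol (1.2 mM stock) in Tris pH 7.5/MgCl2/EGTA/Triton X-100 buffer were reacted with ATP (300 microM stock) for one hour at ambient temperature.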
LDHA inh – LDHA (human) enzyme inhibition; P00338; purified LDHA, NADH/diaphorase-resazurin fluorescence; stronger effect = lower value; activity change, % (values are at about 110 or 230 µM); actives 0.15% (n = 480,000); AID 1347041; in the data active means activity change below about -30%; inconclusive means mostly about -25% to -30%;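 further: plate controls were DMSO wells for no effect and wells without enzyme for full effect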
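Enzyme activity of human lactate dehydrogenase 5 (2 nM; 0.06 mM NADH, 0.2 mM pyruvate, 5 min, RT) is measured via a resazurin/diaphorase fluorescence readout of residual NADH.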
Vif-APOBEC3F blk – blocks the Vif interaction with APOBEC3F; HeLa A3F-eYFP + Vif (tagged APOBEC3F with the HIV-1 protein that degrades it), YFP fluorescence increase; Potency, µM (highest dose often 46.1 µM), inactives show at the highest dose activity, negative = active; actives 0.2% (n = 390,000); AID 602313; further: potency means the concentration at half of the fitted maximal effect; % of control where 0% means no effect; nearly all actives have a fitted effect of over 65% in size
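HeLa cells stably expressing Vif plus C-terminally eYFP-tagged A3F were seeded, incubated overnight at 37 deg C, dosed with compound, incubated overnight again at 37 deg C. Yellow fluorescence (Ex 488/Em 500-530) reported blocked Vif-mediated A3F-eYFP degradation.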
USP1 inh – USP1/UAF1 (human) deubiquitinase inhibition; Potency, µM (doses to about 57.1 µM), without a hit: at the highest dose activity change, negative = inhibition, most hits filed as inhibitors; actives 0.23% (n = 390,000); O94782; recombinant USP1/UAF1, Ub-Rhodamine cleavage fluorescence; further: potency means the concentration at half of the fitted maximal effect; on the % scale 0 is the no-effect control and ±100 the full control effect; nearly all actives have a fitted effect of over 60% in size; inactives centre near -12
Target sequence (O94782 whole entry, looked up): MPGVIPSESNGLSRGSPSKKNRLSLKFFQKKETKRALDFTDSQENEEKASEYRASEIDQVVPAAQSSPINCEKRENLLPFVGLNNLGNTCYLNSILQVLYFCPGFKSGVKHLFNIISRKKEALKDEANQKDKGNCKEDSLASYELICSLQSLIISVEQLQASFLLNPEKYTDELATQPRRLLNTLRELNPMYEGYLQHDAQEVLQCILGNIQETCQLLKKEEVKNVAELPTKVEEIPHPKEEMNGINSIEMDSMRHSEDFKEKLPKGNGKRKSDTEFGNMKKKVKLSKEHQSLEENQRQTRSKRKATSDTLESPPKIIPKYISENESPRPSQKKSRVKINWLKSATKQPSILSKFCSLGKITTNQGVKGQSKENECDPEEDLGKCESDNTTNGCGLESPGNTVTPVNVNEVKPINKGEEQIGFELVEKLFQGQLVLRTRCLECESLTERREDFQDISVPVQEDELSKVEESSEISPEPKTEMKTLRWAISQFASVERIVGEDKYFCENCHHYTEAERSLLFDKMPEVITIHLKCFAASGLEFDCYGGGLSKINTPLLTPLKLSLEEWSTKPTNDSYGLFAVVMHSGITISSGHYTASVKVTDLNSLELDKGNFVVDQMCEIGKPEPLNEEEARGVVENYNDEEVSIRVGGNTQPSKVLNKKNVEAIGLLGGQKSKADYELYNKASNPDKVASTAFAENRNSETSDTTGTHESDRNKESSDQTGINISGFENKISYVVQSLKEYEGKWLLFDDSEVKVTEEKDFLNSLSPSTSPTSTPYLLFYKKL
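Step one: compound is pinned into 1nM USP1/UAF1 in HEPES pH 7.8 buffer with TCEP. Step two: 15 min room-temperature incubation. Step three: Ub-Rho (150nM final) starts cleavage, tracked by fluorescence over six one-minute reads.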
* marks the source's active call; other numbers are inactive results; ? = inconclusive; . = not tested or not shown; & = joins results of further samples; [ ] = remark or other dose. Unless noted, the call rests on the fitted dose curve; in most records, active means well fitted curve in the direction sought with a large enough effect; inconclusive means small, poorly fitted or top-dose-only effect, or another doubt; inactive means no such curve, though single readings can be large; an effect the other way counts as inactive or inconclusive.

SMILES	TrxR1 substrate	Vif-A3G inh	GRP78 ERSR act	mIDH1 inhibitor	RXFP1 agonist	PI4K2A inh	LDHA inh	Vif-APOBEC3F blk	USP1 inh
Cc1ccc(-n2nc3c(c2NC(=O)C(C)C)CS(=O)(=O)C3)cc1	3%	-2%	-2%	-7%	0.5%	3	2	1%	-23%
Cc1nc2nc(NCc3cccs3)nn2c(C)c1Cl	42%[activator][57.1 µM]	-1%	4%	4%	3.2%	3	-6	0%	-8%
COc1cc(NC(=S)NNC(=O)C(C)(C)O)cc(OC)c1	3%[57.1 µM]	-4%	-4%	-2%	-0.2%	0	0	-10%	-5%
CN1CCC(=NNC(=O)CN(c2cccc([N+](=O)[O-])c2)S(=O)(=O)c2ccccc2)CC1	-4%[57.1 µM]	-8%	1%	11%	2.7%	3	5	-15%	-25%
O=C(Nc1nnc(-c2ccc(F)cc2)o1)c1cc(Cl)sc1Cl	-4%	2%	2%	3%	-1.4%	2	-7	1%	1%
CCC(C(=O)NCc1ccc2c(c1)CCN2C(=O)c1ccc(F)cc1)c1ccccc1 (configuration not stated)	-3%[57.1 µM]	-1%	-3%	-7%	0.4%	2	-11	0%	-18%
Cc1nc(SCc2nc3ccccc3[nH]2)c2oc3cc(Br)ccc3c2n1	2%	?	3%	.	.	0	-6	-14%	.
Cc1ccccc1C(=O)Oc1ccc(Br)cc1C(=S)N1CCCC1	-1%	5%	0%	11%	0.1%	3	2	4%	-24%
CCn1c(C(=O)NCc2ccccc2C)cc2oc3ccccc3c21	55%[activator]	.	.	.	0.2%	2	-4	.	-3%
C=CCSc1nc(N)c(C#N)c(-c2ccccc2)c1C#N	-6%	-5%	-2%	-6%	5.6%	4	-4	0%	-9%
Cc1ccc(-n2c3nc(=O)[nH]c(=O)c-3cc3c(C)nn(-c4ccccc4)c32)c(C)c1	642%[activator]	1%&1%	-1%&-4%	12%&4%	18%&6.7%	-2&-15	1&-5	-2%&5%	-10%&-6%
O=C(c1cc2ccccc2s1)N1CCN(c2ccccn2)CC1	-15%	0%	1%	0%	5.1%	5	-1	-3%	-16%
COc1ccc(NC(=O)CSc2ncnc3[nH]ncc23)cc1	-7%	-8%	-2%	2%	7.1%	2	-1	0%	-16%
CCCc1cc(=O)[nH]c(SCC(=O)Nc2cc(S(=O)(=O)N3CCOCC3)ccc2N(CC)CC)n1	-3%	-4%	0%	0%	.	0	-9	4%	-18%
CN(CC(=O)Nc1ccc(Cl)c(C(F)(F)F)c1)C(=O)CCc1nc2ccccc2c(=O)[nH]1	2%	-4%	-3%	-1%	0.7%	-1	-9	?	-16%
COc1ccccc1C(=O)NCC1(c2ccccc2)CCCC1	-9%	3%	-3%	-5%	0.2%	-2	-4	14%	-2%
CCOC(=O)CSc1nc2sc3c(c2c(=O)n1-c1ccccc1)CCN(C(C)C)C3	24%	0%	-3%	7%	0.1%	-5	3	?	-34%
N#Cc1c(-c2ccccc2)c(-c2ccccc2)nn(CC(=O)NNC(=O)Nc2ccc(Cl)cc2)c1=O	-7%[57.1 µM]	?	-2%	7%	-1.4%	4	-1	6%	-14%
Cn1nccc1C(=O)Nc1ccc2c(c1)OCCO2	2%	6%	-9%	0%	-1.1%	?	2	4%	-25%
O=C(Nc1nc2ccc(Oc3ccccc3)cc2s1)c1cc([N+](=O)[O-])ccc1N1CCOCC1	-6%[57.1 µM]	2%	0%	-5%	-0.5%	0	1	-11%	-12%

Results in Vif-APOBEC3F blk and mIDH1 inhibitor (2 entries from above):
molecule	Vif-APOBEC3F blk	mIDH1 inhibitor
CN1CCC(=NNC(=O)CN(c2cccc([N+](=O)[O-])c2)S(=O)(=O)c2ccccc2)CC1	-15%	11%
CCCc1cc(=O)[nH]c(SCC(=O)Nc2cc(S(=O)(=O)N3CCOCC3)ccc2N(CC)CC)n1	4%	0%

Next section
SMILES	TrxR1 substrate	Vif-A3G inh	GRP78 ERSR act	mIDH1 inhibitor	RXFP1 agonist	PI4K2A inh	LDHA inh	Vif-APOBEC3F blk	USP1 inh
NC(=O)N(CCC(=O)O)c1ccccc1	1%	-5%	-3%	-2%	0.1%	3	-5	3%	-16%
CC(C)(C)c1ccc(C(=O)N2CCC2(C)C(=O)NCc2ccc3c(c2)OCO3)cc1 (configuration not stated)	.	3%	-1%	.	.	-2	-2	.	.
CCOC(=O)Nc1ccc2c(c1)Nc1ccccc1S2	5%[57.1 µM]	-4%	5%	5%	0.2%	2	1	5%	-13%
CC(C)(C)c1ccc(OCCNC(=O)c2ncn[nH]2)cc1	1%	0%	2%	9%	0.1%	-1	2	?	-16%
Cc1cccc(N2CCN(C3=NC(=O)C(=C4CCCCC4)S3)CC2)c1	3%	1%	-2%	7%	0.1%	6	0	-6%	-8%
COC(=O)c1c(NC(=O)Cc2ccccc2)sc2c1CC(C)(C)NC2(C)C	-4%	-2%	-4%	2%	-2.0%	-1	-3	2%	-11%
CCOC(=O)C1=C(COC(=O)COc2cc(C)ccc2C)NC(=O)NC1C (configuration not stated)	4%	2%	-3%	3%	1.0%	-5	-2	-3%	-14%
CCOc1ccc(S(=O)(=O)NCCC(=O)NNC(=O)c2ccc(F)cc2)cc1	.	1%	-2%	2%	.	-2	-3	-7%	1%
CC(=O)Nc1cccc(-c2ccnc3c2CC(C(=O)NCc2ccc(N(C)C)cc2)O3)c1 (configuration not stated)	.	?	-2%	.	.	-5	-4	.	.
Cc1ccc(S(=O)(=O)n2ccc(OC(=O)c3cccs3)n2)cc1	8%[57.1 µM]	0%	-5%	-15%	-0.1%	19	-3	0%	-8%
CCCCc1ccc(/C=C(\C#N)C(N)=S)s1	-3%[57.1 µM]	-4%	2%	-2%	3.8%	7	-4	-1%	?
CN(C)c1ccc(/C=C/c2ccnc3ccc(Br)cc23)cc1	-6%	?	0%	.	.	.	-4	.	.
CCOC(=O)/C(C#N)=C(\N)C(C)C(=O)Nc1ccccn1 (configuration not stated)	10%[57.1 µM]	-3%	-2%	0%	1.8%	-4	-4	6%	-3%
O=C(CCSCc1cnn(-c2ccccc2)c1-n1cccc1)NCc1ccccc1Cl	-2%	2%	-2%	-2%	-2.3%	-9	2	4%	-4%
Cc1cccc(NC(=S)NC2CCCCC2)n1	5%	2%	-2%	12%	-4.1%	1	-4	-24%	7%
OCC1CCCCN1C(=S)Nc1ccc(Cl)cc1Cl (configuration not stated)	-7%	-1%	1%	-8%	-2.9%	4	-7	-1%	-11%
O=c1[nH]c(=O)n2c(c1-c1ccccc1)OC(CBr)C2 (configuration not stated)	.	5%	-1%	1%	.	-4	-6	0%	-22%
Cc1cccc(N(C(=O)CCC(=O)Nc2nccs2)C(C(=O)NC(C)(C)C)c2ccc(O)cc2)c1 (configuration not stated)	-2%	1%	-3%	4%	-0.5%	1	-1	14%	-23%
CN(C)Cc1c(C(=O)N/N=C/c2cccc(OCc3ccc(F)cc3)c2)nnn1-c1nonc1N	7%[0.0914 µM]	0%	1%	15%	-0.1%	-10	-11	4%	-12%
CCOC(=O)COc1cnc2ccccc2n1	19%[57.1 µM]	-1%	-6%	2%	3.9%	0	-7	-5%	-23%
O=c1[nH]ncn1-c1ccc(Br)cc1	6%[57.1 µM]	-6%	-6%	1%	-0.3%	3	-7	-3%	-24%
O=C(c1ccco1)N1CCN(c2nc3ccccc3c(=O)n2-c2ccccc2)CC1	23%	-8%	-4%	13%	-2.5%	-3	4	-6%	-25%
O=C(CS(=O)(=O)Cc1ccccc1)N1CCN(Cc2ccc3c(c2)OCO3)CC1	-6%	0%	-3%	5%	1.3%	-2	4	-4%	-12%
COc1ccc(C(=O)NCCC2=CCCCC2)cc1	-12%	0%	-11%	3%	3.4%	-1	-3	4%	-5%
COc1ccc(CC2=C(O)c3ccccc3C(=O)C2=O)cc1	0%	-24%	0%	17%	-3.2%	-9	5	1%	-25%
CC(Oc1ccccc1Cl)C(=O)N(Cc1ccco1)C1CCS(=O)(=O)C1 (configuration not stated)	7%	2%	3%	0%	-0.2%	-3	-1	0%	7%
Cc1c(C)n(C)c2ccc(C(=O)NCc3cccc(F)c3)cc12	3%[57.1 µM]	-8%	0%	4%	0.4%	-4	0	4%	-4%
Cc1ccc(NC(=O)Cn2c(O)c(N=NC(N)=S)c3ccccc32)cc1	-9%	-21%	-11%	24%	0.7%	-5	-13	?	-17%

Compounds listed so far containing two or more sulfur atoms, in the order listed:
SMILES	TrxR1 substrate	Vif-A3G inh	GRP78 ERSR act	mIDH1 inhibitor	RXFP1 agonist	PI4K2A inh	LDHA inh	Vif-APOBEC3F blk	USP1 inh
CCCc1cc(=O)[nH]c(SCC(=O)Nc2cc(S(=O)(=O)N3CCOCC3)ccc2N(CC)CC)n1	-3%	-4%	0%	0%	.	0	-9	4%	-18%
CCOC(=O)CSc1nc2sc3c(c2c(=O)n1-c1ccccc1)CCN(C(C)C)C3	24%	0%	-3%	7%	0.1%	-5	3	?	-34%
Cc1ccc(S(=O)(=O)n2ccc(OC(=O)c3cccs3)n2)cc1	8%[57.1 µM]	0%	-5%	-15%	-0.1%	19	-3	0%	-8%
CCCCc1ccc(/C=C(\C#N)C(N)=S)s1	-3%[57.1 µM]	-4%	2%	-2%	3.8%	7	-4	-1%	?

Only part of the results is shown. The share of hits here may be higher or lower than overall.
